Compound activity (PubChem)
MEKK2 mut-MEK5: signal of MEK5 binding to mutant human MEKK2 PB1 domain | bead flow cytometry, Alexa488-MEK5 binding to MEKK2 mutant | hit rate 0.35% among 290,000 | AID 1530 | percent response, % at 10 µM; in the data active = percent response above about 24%, passing the limit was not always enough; also: inactives centre near 1; some results filed as inactive read as strong as hits; reference of the scale not given here
PfM18AAP inh: PfM18AAP enzyme inhibition | recombinant PfM18AAP, H-Glu-NHMec fluorogenic cleavage | inhibition, % at 7.35 µM | hit rate 1.2% among 290,000;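 active = inhibition above the campaign mean inhibition over all tested compounds plus 3 SD, cut at about 28% in these data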;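 also: 0% = plate median of test compound wells and 100% = 2 mM ZnCl2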
DNA FID counter: fluorescent intercalator displacement, NS3 helicase counter-screen; hit rate 0.17% among 290,000; DNA fluorescent intercalator displacement, fluorescence; inhibition, % at 7.9 µM; in the data active = inhibition above about 37%;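 also: 0% = vehicle and 100% = reference compound; higher means more ethidium bromide displaced from hairpin DNA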
NALP1 inh: inhibitors of NALP1 inflammasome in yeast. S. cerevisiae NALP1/ASC/caspase-1 growth, X-gal OD620, 72 h. inhibition, % at 10 µM. hit rate 0.61% among 280,000. AID 2071; in the data active = inhibition mostly above about 24%, no sharp cut-off; inactive = mostly below about 32%; also: some compounds called inactive have numbers as strong as hits
UBC9 SUMO inh: inhibitors of human SUMOylation (UBC9) | P63279 | HTRF SUMOylation assay, SAE1/SAE2 + UBC9, in vitro | inhibition, % at 35 µM | hit rate 0.36% among 290,000 | AID 2006; in the data active = inhibition above about 50%, passing the limit was not always enough; also: strong numbers were not always called active
Target sequence (P63279 whole entry, looked up): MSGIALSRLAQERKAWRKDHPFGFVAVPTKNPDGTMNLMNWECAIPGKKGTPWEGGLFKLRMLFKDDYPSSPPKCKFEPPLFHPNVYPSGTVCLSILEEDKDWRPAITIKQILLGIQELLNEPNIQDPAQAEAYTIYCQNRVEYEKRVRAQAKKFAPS
VIM-2 inh: inhibitors of Pseudomonas aeruginosa VIM-2 metallo-beta-lactamase; purified VIM-2, nitrocefin hydrolysis, epi-absorbance fluorescence; AID 1527; inhibition, % at 5.6 µM; hit rate 0.89% among 290,000;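 active = inhibition above the mean of all tested compounds plus 3 SD, cutoff set per screening run, cut at about 7.5% in these data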;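 also: red hydrolysis product quenches plate fluorescence so inhibitors raise well fluorescence; 0% = enzyme with DMSO and 100% = DMSO without enzyme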
MEKK2wt PB1 HTS: raises or lowers MEK5 binding to wildtype human MEKK2 PB1 domain. Q9Y2U5. bead flow cytometry, Alexa488-MEK5 binding to MEKK2 WT; actives lie on both sides. binding response (% of control), % at 10 µM. hit rate 1.1% among 290,000. AID 1531; in the data active = binding response below about 67% or above about 130%
NS3 helicase inh: HCV NS3 helicase inhibition; inhibition, % at 10.9 µM; NS3 helicase DNA unwinding, Cy5 molecular beacon fluorescence; AID 1800; hit rate 0.56% among 290,000;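 active = inhibition above the mean of all tested compounds plus 3 SD, set per campaign, cut at about 35% in these data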;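 also: 0% = DMSO wells and 100% = thioflavine S control wells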
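Test system: hepatitis C virus NS3 helicase domain fragment enzyme. Also added: annealed dual-labelled DNA beacon duplex, ATP-started. Timing: 60 min unwinding reaction at 25 °C after ATP addition. Technique: Cy5 fluorescence. Measure: % inhibition of unwinding.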
IMP-1 inhibitor: blocks Pseudomonas aeruginosa IMP-1 metallo-beta-lactamase | hit rate 0.45% among 290,000 | inhibition, % at 5.6 µM | purified IMP-1, nitrocefin hydrolysis, epi-absorbance fluorescence | AID 1556;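 active = inhibition above the mean plus 3 SD of all compounds in the same screening run, cut at about 4.5% in these data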;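 also: 0% = IMP-1 with DMSO and 100% = DMSO wells lacking enzyme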
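System: purified recombinant IMP-1 beta-lactamase. Medium: Zinc- and detergent-supplemented HEPES buffer, pH 7.1. Compound: one 5.6 µM dose […]. Schedule: 15 min preincubation plus 25 min reaction at 25 °C. Technique: Epi-absorbance fluorescence, 480 nm excitation, 530 nm emission.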
Numbers without * were called inactive; · = no result given; [ ] = dose if it differs, or a comment.

SMILES	MEKK2 mut-MEK5	PfM18AAP inh	DNA FID counter	NALP1 inh	UBC9 SUMO inh	VIM-2 inh	MEKK2wt PB1 HTS	NS3 helicase inh	IMP-1 inhibitor
COc1ccc(NC(=O)CN2CCN(S(=O)(=O)N3CCCCCC3)CC2)cc1	0	3	-31	10	7	-1.6	100	-1	-2.2
CCOc1ccc(-c2cn[nH]c2N)cc1	8	-4	-11	8	23	-5.2	98	-4	-4.2
CCc1ccc(OC2=NS(=O)(=O)c3ccccc32)cc1	3	1	-1	9	-15	-2.7	105	3	-2.8
Cc1cccc(/C=N/NC(=O)c2ccc(NC(=O)c3ccc(Cl)cc3)cc2)n1	-1	0	-16	0	6	-5.3	93	9	-1.3
CCOc1cc(C)c(C(C)C)cc1S(=O)(=O)N1CC(C)OC(C)C1 (stereo not drawn)	-8	1	-32	-8	-5	-0.7	91	2	-2.2
Cc1cc(C)cc(CN2CCC(Oc3ccc(C(=O)N4CCCC4)cc3)CC2)c1	2	-6	7	16	-4	-1.0	108	-20	-1.1
CCOC(=O)c1c(NC(C)=O)sc2c(OC)cccc12	-5	-4	-7	6	10	-1.6	94	-2	-1.9
Cc1cc(N(C)C)nc(SC(C)C)n1	5	8	0	5	6	-0.6	106	-5	-1.6
Cc1ccc(NCC(=O)N/N=C/c2cccc(Br)c2)cc1	15	-3	-2	2	-15	-3.0	108	-11	-3.0
N#C/C(=C/c1ccccc1OCc1ccc(F)cc1)c1ccc(C(=O)O)cc1	2	4	-13	0	23	-1.4	103	20	-2.2
CCc1cc(-c2n[nH]c(=S)n2CC(C)C)cs1	-2	19	-24	11	7	2.7	101	10	-3.4
CCOc1ccc(C(C)(C)C)cc1S(=O)(=O)Nc1ccncc1	4	-11	-5	13	3	1.2	106	4	-0.8
Cc1c(-n2c(SCC(=O)O)nnc2-c2ccccc2Br)c(=O)n(-c2ccccc2)n1C	16	-13	-17	·	18	12*	110	-4	-2.7
COc1ccc(N2CCN(C(c3cc(OC)ccc3OC)c3nnnn3CC3CCCO3)CC2)cc1 (stereo not drawn)	4	11	-24	8	6	-4.3	105	5	-4.8
CC#CC[N+](C)(CC#CC)CC(=O)c1ccccc1	-13	1	1	14	9	-1.2	95	2	-2.5
COc1cc(CNCc2ccccn2)ccc1OCC(=O)NC1CCCCC1	0	-1	2	19	-5	0.9	91	-5	-3.7
Cc1nn(CC(=O)NCCCc2ccccc2)c(C)c1[N+](=O)[O-]	1	-2	-1	2	5	-0.5	103	-16	-2.6
CCCCn1c(SCc2ccc(Cl)cc2)nc2c1c(=O)[nH]c(=O)n2C	-3	-4	-6	-2	13	-0.7	97	1	-5.5
Cc1ccc(S(=O)(=O)N2CCN(S(C)(=O)=O)C2)cc1	2	-1	4	6	19	-2.1	101	-4	-3.2
CCn1c(SCC(=O)Nc2nnc(C)s2)nnc1-c1ccncc1	7	2	-1	31	5	0.4	104	-1	-2.2
Cc1cccc(NC(=O)CC(=O)Nc2cccc(C)c2)c1	3	6	-16	24	-9	-2.3	100	-8	-2.4
Cc1ccc(OCCCC(=O)Nc2nnc(C3CCCO3)s2)c(C)c1 (stereo not drawn)	-7	4	-12	-6	13	-4.3	96	1	-2.9
S=C1COC(c2ccccc2)N1c1ccccc1 (stereo not drawn)	4	-1	-3	9	3	-2.2	100	1	-2.7
N#CC1=C2SCN(Cc3ccco3)CN2C(=O)CC1c1ccc(Cl)cc1 (stereo not drawn)	-8	27	-33	-24	10	-1.7	95	20	-1.0
Cc1ccc(/C=C/C(=O)c2nc3ccccc3[nH]2)cc1	-3	0	2	14	-1	-1.4	105	-10	0.1
O=C(COc1ccc2ccccc2c1)NC1=NCCS1	6	6	2	25	8	-1.8	108	0	-1.5
CCC(c1nc2ccccc2c(=O)n1-c1nc2ccccc2s1)N1C(=O)c2ccccc2C1=O (stereo not drawn)	-4	-7	-12	38	-4	-0.2	90	4	-2.6
COc1ccc(OC)c(S(=O)(=O)N2CCCC(C(=O)NCc3ccccn3)C2)c1 (stereo not drawn)	-1	-3	-14	-31	6	-0.5	104	10	-0.4
COc1ccc(-c2cn(-c3ccc(C)cc3C)c(=O)[nH]2)cc1OC	-1	13	-16	-8	16	-5.9	101	3	-6.3
CCOC(=O)c1cc(-c2csc(-c3ccc(C(C)(C)C)cc3)n2)on1	-8	-4	-7	14	-12	-2.2	94	-5	-2.0
CCOc1ccccc1C1C(C(N)=O)=C(C)Nc2nc(-c3ccc(OC)cc3)nn21 (stereo not drawn)	2	5	-12	6	14	-0.5	100	2	-2.6
Cc1ccc(CN2CCN(/N=C/c3ccc(C(=O)O)cc3)CC2)cc1	-2	3	-6	10	20	-0.1	94	15	-0.5
O=C(O)CCCC(=O)N1CCOCCOCCOCCOCC1	7	-8	-8	17	20	-1.5	109	-7	-1.2
O=C(O)c1ccc(C(=O)Nc2cccc(NC(=O)C3CCCO3)c2)cc1 (stereo not drawn)	3	7	-2	1	-6	-6.9	98	5	-4.9
COC(=O)c1ccccc1NC(=O)CSc1nc2c(c(=O)[nH]1)CCC2	1	-3	-24	18	-11	1.4	103	0	-0.2
O=C(OCc1ccc(C(=O)c2ccccc2)cc1)c1cccc(-c2nnc(-c3ccccc3)o2)c1	2	8	4	11	12	1.9	97	2	1.2
CC(C)(C)NC(=O)NC(=O)COc1ccccc1C#N	3	-11	-11	11	19	-2.5	100	3	-2.8
O=C(CSc1nc2ccccc2c(=O)[nH]1)N1CCOCC1	1	2	1	4	7	0.6	100	-3	-3.6
COc1ccc(-c2nc(-c3ccccn3)no2)cc1	-7	-7	-5	2	20	-2.7	96	7	-2.1
CCN1CCN(C(=S)c2ccc(OCC(=O)N3CCOCC3)cc2)CC1	-3	4	1	-5	4	-0.4	97	0	-0.8
CC(C)C1NC(=S)N(C2CCCCC2)C1=O (stereo not drawn)	-1	0	-1	26	12	-2.5	99	3	-3.1
CN(C)S(=O)(=O)c1ccc(C(=O)NCC[N+]2(C)CCCCCC2)o1	5	0	-3	1	2	-3.1	112	7	-3.3
Cc1ccc2ccc(C3C(=O)c4ccccc4C3=O)nc2c1	-11	9	1	·	·	1.3	86	1	-2.5
COc1ccc(CCNC(=O)CN(C2CCCCC2)S(C)(=O)=O)cc1OC	-8	-3	-9	·	-10	-1.5	84	7	-0.2
CCC(=O)Nc1ccccc1C(=O)OC(c1ccccc1)c1ccccc1	-2	12	-7	1	3	0.8	100	-19	1.1
Cc1cc(/C=C(\C#N)C(=O)NCc2ccccc2)cc(C)c1O	2	15	-8	6	18	0.3	96	-3	-3.9
O=C(O)CCCCCn1c(SCc2cc(=O)n3ccccc3n2)nc2ccsc2c1=O	-3	-6	-39	14	14	-0.9	94	3	0.0
CCCC(=O)c1cc(F)c(N2CCN(S(=O)(=O)c3ccccc3)CC2)cc1C	-2	-1	-4	21	5	-0.9	99	3	-2.1
Cc1cc2c(cc1C)CSC(c1c(O)ccc3ccccc13)SC2	0	-7	1	15	-16	-1.6	105	-4	-0.9
Cc1ccc(-c2nc3ccccc3s2)cc1S(=O)(=O)N1CCOCC1	-11	7	-1	2	4	-5.5	92	6	-1.3
O=C(O)C1CCCCC1C(=O)NCCC(c1ccccc1)c1ccccc1 (stereo not drawn)	-1	1	-5	-7	10	-4.1	99	2	-2.6
N#CC1=C(N)C(C#N)(C#N)C2(CCC3(CC2)OCCO3)C2CC3(CC=C12)OCCO3 (stereo not drawn)	-41	55*	-7	1	-3	-3.1	19*[inhibitor]	-1	-2.1
Cc1ccc(CN2C(=O)CSc3ccc(C(=O)NC4CC4)cc32)cc1	-1	5	-30	-19	1	-3.0	98	2	-3.0
Cc1ccc(C(=O)c2ccc(C)cc2)cc1	-2	0	0	13	2	-0.7	95	-11	-1.7
COc1cc(OC)cc(-n2nnnc2SCC(=O)NCCc2ccc(OC)c(OC)c2)c1	0	2	-35	15	4	-1.2	110	5	-2.7
C=C(C)C1CC=C(C)/C(=N/NC(=O)COc2cccc3ccccc23)C1 (stereo not drawn)	2	-4	-1	6	8	-1.6	100	2	-1.5
CN(c1ccc(S(=O)(=O)N2CCOCC2)cn1)C1CCCCC1	-7	3	-20	-9	28	-0.5	93	3	-1.1
O=C(CN(Cc1ccc(Br)cc1)S(=O)(=O)c1ccccc1)NCc1ccccn1	7	2	-37	6	3	-3.3	108	-1	-4.1
COc1ccc(-c2c(C)nn3c(N4CCC5(CC4)OCCO5)cc(C)nc23)cc1OC	-2	1	-16	29	-4	1.4	97	0	-1.0
COC(=O)C1=C(C)Nc2[nH]c(=S)[nH]c(=O)c2C1c1ccc(OC)cc1 (stereo not drawn)	-7	17	-9	10	4	-3.9	93	2	-2.5

Another view of part of the listing above:
mol | MEKK2 mut-MEK5 | PfM18AAP inh | DNA FID counter | NALP1 inh | UBC9 SUMO inh | VIM-2 inh | MEKK2wt PB1 HTS | NS3 helicase inh | IMP-1 inhibitor
COc1cc(OC)cc(-n2nnnc2SCC(=O)NCCc2ccc(OC)c(OC)c2)c1 | 0 | 2 | -35 | 15 | 4 | -1.2 | 110 | 5 | -2.7
O=C(CN(Cc1ccc(Br)cc1)S(=O)(=O)c1ccccc1)NCc1ccccn1 | 7 | 2 | -37 | 6 | 3 | -3.3 | 108 | -1 | -4.1
Cc1ccc(CN2C(=O)CSc3ccc(C(=O)NC4CC4)cc32)cc1 | -1 | 5 | -30 | -19 | 1 | -3.0 | 98 | 2 | -3.0
COc1ccc(-c2c(C)nn3c(N4CCC5(CC4)OCCO5)cc(C)nc23)cc1OC | -2 | 1 | -16 | 29 | -4 | 1.4 | 97 | 0 | -1.0

Further structures follow.
SMILES	MEKK2 mut-MEK5	PfM18AAP inh	DNA FID counter	NALP1 inh	UBC9 SUMO inh	VIM-2 inh	MEKK2wt PB1 HTS	NS3 helicase inh	IMP-1 inhibitor
COCCNS(=O)(=O)c1cc(F)ccc1OC	7	-7	3	38	0	-0.4	105	0	-0.7
COc1ccc(-c2ccnc(SCC(=O)c3ccc(OC)c(OC)c3)n2)cc1	0	-10	-13	25	3	-2.7	103	-6	-4.1
O=C(COc1ncnc2ccccc12)NCCc1ccc(F)cc1	-4	-7	-4	2	20	0.2	97	9	-1.2
CN1CCN(C(=O)c2ccc(COc3cc(Cl)ccc3Cl)o2)CC1	10	2	0	16	7	-2.0	102	-7	-4.6
CCc1cccc(NC(=O)Nc2ccc3c(c2)OCO3)c1	2	2	4	1	22	-1.5	105	0	-0.9
COCCn1c(=O)c2c(nc3n2CC(C)CN3Cc2ccccc2)n(C)c1=O (stereo not drawn)	3	8	-37	8	-1	5.8	104	5	-3.2
Cc1onc(-c2ccccc2Cl)c1C(=O)Nc1sc2c(c1C(N)=O)CCC(C)C2 (stereo not drawn)	-1	0	-5	2	-4	-1.6	100	0	-1.3
CC1CCN(c2c(NCC3CCC(C(=O)NCc4ccc(F)cc4)CC3)c(=O)c2=O)CC1 (stereo not drawn)	-4	2	-29	·	9	-2.3	93	-5	-1.9
Cn1c(=O)[nH]c(=O)c2c1nc1n2CCCS1	6	-3	-1	-48	6	0.5	105	-3	-0.3
O=C(COC(=O)CCOc1ccccc1)NCCC1=CCCCC1	-10	-2	-37	15	-10	-2.3	96	7	-2.0

Rows are unselected; overall some 4.7% were active at least once.
